From PubChem
HTR2A ag = agonists of mouse serotonin 5-HT2A receptor (HTR2A); P35363; CHO-K1 mHTR2A beta-arrestin complementation, luminescence; percent of 30 µM serotonin response; activation, % at 7.6 µM; 0.66% of 360,000 active;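 active means activation above a run cutoff, the mean activation of all tested compounds plus 3 SD, cut at about 14% in these data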;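 further: 0% = plate median of compound wells and 100% = 30 µM serotonin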
TLR9-MyD88 inh = inhibitors of human TLR9-MyD88 binding | Q9NR96+Q99836 | CHO BLA complementation TLR9-MyD88, CCF4 FRET ratio | 0.21% of 340,000 active | inhibition, % at 4.98 µM;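 active means inhibition above the mean over all tested compounds plus 3 SD, cut at about 21% in these data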;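 further: 0% = DMSO only wells and 100% = clavulanate BLA inhibitor control wells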
Target sequence (Q99836 whole entry, looked up): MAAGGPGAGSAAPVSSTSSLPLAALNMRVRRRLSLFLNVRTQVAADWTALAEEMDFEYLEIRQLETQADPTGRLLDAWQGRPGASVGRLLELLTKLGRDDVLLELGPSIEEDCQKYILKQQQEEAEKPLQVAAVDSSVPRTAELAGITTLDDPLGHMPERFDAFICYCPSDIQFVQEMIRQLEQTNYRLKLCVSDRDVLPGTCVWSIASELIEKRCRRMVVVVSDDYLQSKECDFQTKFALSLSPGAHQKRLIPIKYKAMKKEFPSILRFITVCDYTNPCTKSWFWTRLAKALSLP
Target sequence (Q9NR96 whole entry, looked up): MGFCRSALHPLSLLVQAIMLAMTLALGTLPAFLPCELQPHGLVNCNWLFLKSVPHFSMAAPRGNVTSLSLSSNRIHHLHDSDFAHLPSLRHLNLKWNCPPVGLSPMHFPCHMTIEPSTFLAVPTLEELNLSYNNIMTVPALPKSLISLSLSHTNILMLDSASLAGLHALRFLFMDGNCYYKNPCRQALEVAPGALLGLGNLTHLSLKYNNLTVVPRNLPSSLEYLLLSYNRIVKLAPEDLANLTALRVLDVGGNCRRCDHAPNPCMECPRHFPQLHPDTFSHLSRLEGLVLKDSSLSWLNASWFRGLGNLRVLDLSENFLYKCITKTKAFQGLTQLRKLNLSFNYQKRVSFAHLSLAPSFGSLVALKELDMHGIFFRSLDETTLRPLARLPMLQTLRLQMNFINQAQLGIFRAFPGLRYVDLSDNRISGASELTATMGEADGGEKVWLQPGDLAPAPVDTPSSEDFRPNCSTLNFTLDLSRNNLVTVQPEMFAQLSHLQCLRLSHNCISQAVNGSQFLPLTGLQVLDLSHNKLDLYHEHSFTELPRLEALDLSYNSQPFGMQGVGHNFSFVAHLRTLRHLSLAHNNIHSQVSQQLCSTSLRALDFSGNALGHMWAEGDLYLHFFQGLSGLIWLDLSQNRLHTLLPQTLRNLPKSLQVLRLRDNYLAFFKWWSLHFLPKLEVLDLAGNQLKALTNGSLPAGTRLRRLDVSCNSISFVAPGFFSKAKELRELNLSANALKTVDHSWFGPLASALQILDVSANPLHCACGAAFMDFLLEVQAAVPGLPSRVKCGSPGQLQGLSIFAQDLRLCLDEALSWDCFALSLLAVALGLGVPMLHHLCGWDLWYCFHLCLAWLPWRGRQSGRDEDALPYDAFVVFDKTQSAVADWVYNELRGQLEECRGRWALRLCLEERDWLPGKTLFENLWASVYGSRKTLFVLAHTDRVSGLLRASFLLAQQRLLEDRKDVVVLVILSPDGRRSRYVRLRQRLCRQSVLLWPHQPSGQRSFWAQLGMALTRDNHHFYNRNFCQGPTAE
NCOA2 inhibitor = inhibits human steroid receptor coactivator 2 | Q15596 | HEK293 GAL4-SRC2 luciferase reporter, luminescence | inhibition, % at 9 µM | 0.17% of 370,000 active;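 active means inhibition above the mean inhibition of all tested compounds plus 3 SD, set per campaign, cut at about 52% in these data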;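 further: 0% = DMSO treated cells and 100% = cells given Gossypol at 36 µM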
ABCB6 inh MLPCN = inhibitors of human ABC transporter ABCB6. K562-ABCB6 porphyrin accumulation, flow cytometry, 1 h; hits give low values. fluorescence ratio to DMSO, % at 10 µM. 0.19% of 360,000 active. AID 602162;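 active means fluorescence ratio to DMSO below 75%, the collection mean minus 3 SD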;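 further: signal is porphyrin accumulated inside mitochondria; 100% equals median channel fluorescence of DMSO control wells; lower ratio means ABCB6 inhibition with less porphyrin fluorescence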
NOD2-RIPK2 inh = inhibitors of human NOD2-RIPK2 interaction. O43353. 0.38% of 360,000 active. CHO BLA complementation NOD2-RIPK2, CCF4 ratio. inhibition, % at 4.98 µM; in the data active means inhibition above about 21%;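 further: 0% = vehicle only and 100% = reference blocker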
MC4R barr agon = human MC4R agonism via beta-arrestin | activation, % at 8.9 µM | 0.98% of 360,000 active | U2OS MC4R beta-arrestin complementation, luminescence; percent of melanotan II response, DMSO zero;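 active means activation above a per-plate cutoff, the mean activation of sample wells on that plate plus 3 SD, cut at about 8% in these data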
Cardio protect = modulators protecting cardiomyocytes from myocardial damage. H9c2 cardiomyocytes, H2O2 injury protection, ATPLite, 2 h. protection from H2O2 cell death, % at 20 µM. 0.63% of 360,000 active. AID 588492;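 active means compounds giving at least 50% protection of heart cells from peroxide-induced death in the single-dose screen, raw or plate-pattern-corrected value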;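 further: 0% = DMSO wells with peroxide and 100% = DMSO wells without peroxide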
ABHD5-PLIN5 inh = inhibitors of human ABHD5-perilipin-5 interaction; inhibition, % at 4 µM; Q00G26+Q8WTS1; 0.78% of 360,000 active; AID 602281; Split G. princeps luciferase complementation, luminescence, 4 h;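 active means inhibition above the mean inhibition across every tested compound plus 3 SD, cut at about 22% in these data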;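 further: 0% = DMSO only wells and the 100% control is not disclosed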
N-glyco inh = N-linked glycosylation inhibition; reporter increase, % at 12.5 µM; 0.23% of 360,000 active; D54 ERlucT glycosylation luciferase reporter, 24 h; percent of 100 nM tunicamycin response;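 active means mean luciferase reporter signal, scaled so untreated is 0 and the glycosylation-blocking control 100, at or above a set limit in every replicate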;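 further: luciferase carries N-glycosylation sites so blocking glycosylation raises the light; 0% = median of neutral control wells and 100% = median of 100 nM tunicamycin wells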
MC4R antagonist = blocks human MC4R cAMP signaling; MC4R-expressing cells, MTII-stimulated cAMP, LANCE TR-FRET; inhibition, % at 6.5 µM; 0.48% of 360,000 active;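 active means inhibition above its plate's cutoff, the mean of tested wells on that plate plus 3 SD, cut at about 29% in these data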;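 further: 0% = Melanotan II alone and 100% = Melanotan II plus saturating MCL0020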
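Material: human MC4R-expressing U2OS cells. Probe or stimulus: Melanotan II challenge. Dosing: 6.5 µM single dose. Times: 30-min compound, 1-h challenge, 1-h detection, room temperature. Technique: TR-FRET with Eu-cAMP and labeled anti-cAMP, 671 nm. Replication: singlicate.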
* hit, by the source's call; . = not tested or not shown. Only part of the results is shown; the hit share may differ from the screen's.

Each structure is followed by: HTR2A ag	TLR9-MyD88 inh	NCOA2 inhibitor	ABCB6 inh MLPCN	NOD2-RIPK2 inh	MC4R barr agon	Cardio protect	ABHD5-PLIN5 inh	N-glyco inh	MC4R antagonist
CCCOC(=O)c1cc2ccccc2oc1=O
→ 0.3	-0.2	-17.4	97.0	-2.2	-0.2	9.5	0.9	-3.4	-4.6
O=C(/C=C/c1ccccc1)C1=C(O)C(=O)N(CCO)C1c1ccccc1[N+](=O)[O-] (stereo not given)
→ -1.1	9.8	-10.5	99.0	12.6	0.6	-3.7	-4.5	5.1	0.5
CC(C)c1ccc(NC(=O)C2(C)Cc3c(-c4ccc5c(c4)OCO5)ccnc3O2)cc1 (stereo not given)
→ 4.0	.	21.2	102.0	6.4	1.8	-7.2	-15.1	0.1	2.1
CCCc1ccc2oc(C(=O)N3CCC(C(N)=O)(N4CCCCC4)CC3)c(C)c2c1
→ -7.2	7.4	-2.9	94.0	-4.9	-1.5	-7.5	-9.9	2.0	8.6
O=C(Nc1ccc(-c2noc(CCc3ccccc3)n2)cc1)c1ccco1
→ -0.1	1.3	-22.1	98.0	-2.2	-2.2	-20.0	-12.4	-8.1	5.8
Cc1ccc(F)cc1N=Cc1c(O)c2ccccc2oc1=O
→ 3.1	-3.1	.	97.0	7.7	0.4	-1.7	0.9	0.7	5.6
CCOC(=O)C1C(=O)CC(=O)C(C(=O)OCC)C1c1ccc(O)cc1 (stereo not given)
→ 2.0	-6.8	1.9	93.0	-12.1	-0.7	3.3	1.6	2.9	5.6
CCOC(=O)Cc1csc(NC(=S)NC(=O)c2ccccc2Br)n1
→ 1.8	2.8	8.2	94.0	-11.3	-2.1	-1.9	-1.6	0.6	3.4
O=C(NCc1ccncc1)C(=O)N/N=C/c1ccccn1
→ -4.1	0.1	-10.5	104.0	0.2	0.3	-1.0	2.9	1.2	1.9
O=C(C1CCN(S(=O)(=O)c2ccccc2)CC1)N1CCCCCC1
→ 4.2	15.0	-0.4	102.0	-3.2	-0.1	4.3	-1.1	4.1	-1.3
CC(C)CN(C(=O)COC(=O)c1cccs1)c1c(N)n(Cc2ccccc2)c(=O)[nH]c1=O
→ 3.4	10.0	2.4	93.0	-8.6	1.5	1.1	2.6	-0.4	-2.6
Cc1ccc(N=N/C(=C\O)C(=O)c2ccncc2)cc1
→ -1.1	2.6	-26.8	102.0	-21.6	-1.6	-13.7	-6.4	0.0	-1.6
COc1ccc(CC(=O)OC2CCCN(C)C2)cc1 (stereo not given)
→ -1.1	-6.1	-13.5	105.0	-2.8	-2.5	5.8	-8.9	-0.2	5.4
OCC[C@H]1C[C@@H](O)[C@H](O)[C@@]2(OCCc3ccccc32)O1
→ 7.2	-3.1	-12.7	103.0	-8.5	0.7	2.5	-1.2	2.9	-3.4
CC1(C)Oc2cc3oc(=O)ccc3cc2C[C@@H]1O
→ 2.5	-2.5	17.2	100.0	-8.2	-0.5	2.6	4.1	1.8	7.3
O=S1(=O)C[C@@H](N2CCC(Cc3ccccc3)CC2)[C@H](COCc2ccccc2)N1
→ -4.9	-0.6	-2.7	97.0	-3.2	4.9	-15.1	3.5	-2.2	9.1
Cc1nc(Cc2nnc(SCc3nc(N)nc(Nc4ccccc4C)n3)o2)cs1
→ -4.9	-4.2	-5.5	148.0	-9.9	0.1	6.5	-5.9	3.8	0.2
Cc1cc(C(=O)Nc2c(F)cc(F)cc2Br)cs1
→ 1.1	-9.3	-5.3	100.0	3.9	-0.7	-0.3	-2.1	2.2	4.7
Cc1c(C)c2ccc(OCC(=O)Nc3cccnc3)c(C)c2oc1=O
→ -1.0	-2.4	-56.6	99.0	-7.4	1.7	-8.9	-4.1	-1.3	11.1
CC(C)c1cccc(-c2ccc3c(c2)S(=O)(=O)c2cccc(C(=O)NCc4ccccc4Cl)c2C3=O)c1
→ -5.6	3.2	.	82.0	-6.0	-1.6	-3.5	-6.3	196.9*	-0.2
CCN1C(=O)[C@H]2[C@@H](c3ccc(-c4ccc(C(C)=O)cc4)cc3)N3CCCC[C@@]3(C(=O)OC)[C@H]2C1=O
→ -2.5	3.3	4.8	100.0	3.2	8.0	5.0	2.9	2.2	10.5
CCOc1ccc(N=C2Sc3nc4ccc(C)cc4cc3CN2CCOC)cc1
→ 5.2	-0.8	-10.1	98.0	-0.6	-2.0	-6.7	-4.3	-1.7	-1.7
CSc1nsc(SC)c1C(=O)Nc1ccc(C(C)(C)C)cc1
→ -8.8	-7.4	-10.7	96.0	1.0	-0.1	-6.4	-7.8	-5.0	-1.5
c1ccc(-c2cn(-c3ccccc3)c3[n+]2CCS3)cc1
→ 0.9	-2.6	14.6	98.0	0.3	-2.6	-19.0	-1.1	-0.4	1.5
Cc1ccc(C(=O)NNC(=O)CSc2nnc(C(C)C)n2C)cc1
→ 10.4	-0.2	-11.0	100.0	-2.8	1.3	0.9	4.5	0.8	0.6
COc1ccc(-c2csc(-c3cccs3)n2)c(OC)c1
→ -3.5	1.9	-75.7	96.0	0.2	-1.7	-18.3	-0.3	-10.0	5.2
CC(C)c1nc2sc3c(SCC(N)=O)ncnc3c2c2c1CCC2
→ 2.7	1.6	0.5	108.0	-1.6	-2.4	-1.3	0.7	2.9	1.9
Cc1cc(Cl)ccc1OCCCC(=O)NCCCn1ccnc1
→ -5.1	-9.4	-5.6	100.0	-7.1	-1.2	1.5	4.9	-1.8	17.4
COc1ccccc1CC(NC(C)=O)C(=O)NC1CCN(C(=O)NCc2ccccc2)CC1 (stereo not given)
→ 0.7	6.7	-4.8	93.0	4.5	-0.6	7.2	8.5	1.1	-1.1
O=C(NCc1ccncc1)C12CC3CC(CC(C3)C1)C2
→ -0.7	1.8	-14.2	107.0	-1.1	-2.8	-3.8	6.0	0.4	14.5
O=C(N/N=C/c1cn(-c2ccccc2)nc1-c1cccs1)c1ccncc1
→ -8.5	3.0	-18.4	96.0	-5.6	-0.4	53.6*	0.6	4.2	-0.3
COc1ccc(C)cc1S(=O)(=O)N1CCN(S(=O)(=O)c2cc(C)ccc2OC)CC1
→ 2.5	-6.2	8.2	86.0	-2.2	-1.8	-3.4	-1.6	-1.5	2.2
COC(=O)c1c(-c2ccncc2)csc1NC(=O)c1ccoc1C
→ 2.6	0.7	-55.0	96.0	0.0	0.9	-2.6	4.5	5.3	6.5
COc1ccc(OC)c(Cc2nnc(CCC(=O)N3CCCCC3c3nccs3)o2)c1 (stereo not given)
→ -3.3	1.8	.	103.0	4.9	0.7	0.6	-4.3	0.2	29.9*
CCCOc1ccc(N2C(=O)CC(N(Cc3ccco3)C(=O)CC)C2=O)cc1 (stereo not given)
→ -0.1	-6.9	-8.5	98.0	-9.1	0.8	6.2	-0.5	-0.2	3.4
CC1CN(C(=S)Nc2cccc(F)c2)CC(C)O1 (stereo not given)
→ -0.8	-9.2	-14.3	105.0	-6.7	-0.5	7.6	2.4	1.5	11.2
Cc1ccc(Cn2c(C(CO)Nc3nc(-c4ccc(F)cc4)cs3)nc3ccccc32)cc1 (stereo not given)
→ -0.6	0.0	-22.6	97.0	9.4	-0.6	-15.0	-14.3	-3.0	7.0
O=C(CSc1nnc(CCCN2C(=O)c3cccc4cccc(c34)C2=O)n1-c1ccccc1)NCCCN1CCOCC1
→ 0.9	2.0	2.4	101.0	-9.8	2.3	2.6	-2.8	-0.3	16.8
NC(=O)CSc1ncc(-c2ccccc2)[nH]1
→ 8.4	-9.4	-50.0	96.0	-7.3	-2.6	3.4	3.9	-0.8	-2.3
CCOC(=O)C1C(c2ccc3c(c2)OCO3)NC(=O)NC1(O)C(F)(F)F (stereo not given)
→ -6.3	-10.2	23.6	101.0	3.9	1.6	-2.5	-3.1	2.5	16.2
CCCN(CCC)S(=O)(=O)c1ccc(NC(=O)Cc2cccs2)cc1
→ -3.4	-8.1	3.8	100.0	5.9	4.1	-8.0	-6.7	-2.2	5.1
COc1ccc(C2=NN(c3nc(-c4ccccc4)c(CC(=O)O)s3)C(c3ccco3)C2)cc1 (stereo not given)
→ 3.8	4.5	-21.8	101.0	5.3	1.3	0.5	4.5	-1.1	3.5
COc1ccc(NS(=O)(=O)c2cccc(C(=O)O)c2)cc1
→ 4.3	4.4	20.0	101.0	-13.5	4.5	13.3	4.6	1.0	-12.9
O=c1cc(CSc2nnc(Nc3ccccc3)s2)nc2sccn12
→ 1.2	1.6	0.6	95.0	1.9	-1.7	32.4	-1.9	-1.6	-0.3
CC1CCN(C(=O)COC(=O)c2cc(Cl)cc(Cl)c2N)CC1
→ 0.1	6.5	-10.8	100.0	-9.7	-2.3	-2.6	-0.9	-0.2	9.8
Cc1cccc(N2CCN(C(=O)CNC(=O)c3cccc([N+](=O)[O-])c3)CC2)c1C
→ -8.1	0.0	4.0	90.0	-2.6	-2.6	-4.5	-0.4	-0.6	2.8
COc1ccc(NC(=S)Nc2cccc(C(C)=O)c2)cc1OC
→ -4.1	-0.8	-13.1	106.0	-1.2	-0.3	-2.4	-15.0	2.2	1.3
CCC(=O)Nn1cnc2c(c1=O)C1(CCCCC1)Cc1ccccc1-2
→ 2.0	7.6	6.6	106.0	-5.5	0.5	-0.2	6.5	0.9	12.5
CCOc1cc(C(=O)NC(C)C2CCCO2)cc(OCC)c1OCC (stereo not given)
→ -4.0	2.8	-1.5	95.0	-11.2	-2.2	1.1	-2.3	5.0	3.5
